HT1080NT lethal = kills 2HG-producing HT-1080-NT fibrosarcoma cells. HT-1080-NT fibrosarcoma viability, CellTiter-Glo ATP luminescence, 48 h. Potency, µM (highest dose often 46.1 µM), without a hit: top-dose activity, negative = less viability, actives largely listed as cytotoxic. hit rate 1.6% among 360,000. AID 686970;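 also: NT is the 2HG producing partner of a matched IDH1 knockdown line; 0% = DMSO-treated cells and -100% = media-only wells without cells; nearly all actives have a fitted effect of over 55% in size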
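Viability by CellTiter-Glo luminescence after 48 h compound exposure at 37C of HT-1080-NT cells (750/well, RPMI, 5% FBS). % activity scaled between DMSO wells and medium-only wells, then curve-fitted and categorized by curve class.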
KB-3-1 tox = kills parental KB-3-1 adenocarcinoma cells; KB-3-1 viability, CellTiter-Glo ATP luminescence, 72 h; Potency, µM (doses to about 46.1 µM), inactives show top-dose activity change, negative = cytotoxic, usual class: cytotoxic; hit rate 1.4% among 400,000; AID 1347075; also: % is scaled to controls: 0 for no effect and ±100 for the full control effect; nearly all actives have a fitted effect of over 60% in size
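Cytotoxicity measured as CellTiter-Glo luminescence after 72 h at 37 C. Compound titrations were pinned onto drug-naive KB-3-1 parental adenocarcinoma cells grown in DMEM with 10% FBS, and normalized data fitted to concentration-response curves.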
GLP1R inv ag = acts as inverse agonist at human GLP-1 receptor; HEK293 GLP-1R CRE-luciferase, luminescence, 24 h; GLP-1R form is constitutively active; P43220; AID 624417; hit rate 1.6% among 410,000; Potency, µM (series often up to 38.3 µM), without a hit: at the top dose activity change, negative = inhibition, hits mostly inhibitors; also: % is scaled to controls: 0 for no effect and ±100 for the full control effect; nearly all actives have a fitted effect of over 55% in size
Target sequence (P43220 whole entry, looked up): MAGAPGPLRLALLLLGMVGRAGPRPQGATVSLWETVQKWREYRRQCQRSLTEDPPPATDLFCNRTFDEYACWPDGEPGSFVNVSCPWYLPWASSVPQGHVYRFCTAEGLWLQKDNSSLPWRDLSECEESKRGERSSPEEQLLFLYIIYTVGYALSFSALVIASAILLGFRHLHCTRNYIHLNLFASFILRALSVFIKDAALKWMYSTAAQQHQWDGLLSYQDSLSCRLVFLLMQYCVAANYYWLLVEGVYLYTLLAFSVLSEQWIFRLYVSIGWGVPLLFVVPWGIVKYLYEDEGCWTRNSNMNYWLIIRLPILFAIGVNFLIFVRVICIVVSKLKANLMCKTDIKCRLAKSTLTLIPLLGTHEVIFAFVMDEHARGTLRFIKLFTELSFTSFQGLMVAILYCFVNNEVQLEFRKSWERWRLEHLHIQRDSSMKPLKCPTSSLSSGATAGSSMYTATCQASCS
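Readout was luciferase luminescence, measured 12 min after detection reagent at room temperature. Beforehand, GLP-1R reporter HEK293 cells had sat 12 h, then received compounds for 24 hr at 37 deg C.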
HEK293 tox = cytotoxic in the GLP-1 receptor inverse agonist counter-screen; HEK293 cAMP-luciferase reporter cells, luminescence, 24 h; hit rate 0.13% among 410,000; Potency, µM (titrated, usually from 38.3 µM), inactives show at the highest dose activity change, negative = inhibition, actives largely listed as inhibitors;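 also: loss of luciferase light is scored as toxicity; % is scaled to controls: 0 for no effect and ±100 for the full control effect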
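Compound-treated cells are incubated 24 hr at 37 deg C under 5% CO2 after a 12 hour attachment period, then luciferase detection reagent is added and luminescence is measured following 12 min at room temperature; lowered signal indicates toxicity.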
HT1080 IDH1KD tx = HT-1080 IDH1 knockdown cell toxicity (counter line) | HT-1080 IDH1 knockdown viability, ATP luminescence, 48 h | hit rate 2% among 360,000 | Potency, µM (series often up to 46.1 µM), for inactives: at the highest dose activity, negative = toxicity, hits mostly cytotoxic | AID 686971;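 also: 0% = DMSO wells and -100% = cell-free medium wells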
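Cytotoxicity counter-line: IDH1KD HT-1080, 48 h, CellTiter-Glo. Curves classed by r2, magnitude and activity.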
SW480 rereplic = inducers of DNA re-replication in SW480 colon cancer cells | hit rate 1.8% among 340,000 | SW480 DNA re-replication, Hoechst DNA content imaging, 48 h | Potency, µM (top dose mostly 46.1 µM), without a hit: top-dose re-replication activation, usual class: activators; also: % of control where 0% means no effect; nearly all actives have a fitted effect of over 55% in size
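Per well, 250 cells were exposed to pinned compound for 48 hr. Nuclear DNA was visualised with Hoechst (40 min, 37 C) and total object intensity recorded by fluorescence scanning.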
KB-V1 cytotox = kills drug-selected multidrug resistant KB-V1 cells | Potency, µM (doses to about 46.1 µM), for the others: at the top dose activity change, negative = cytotoxicity, hits mostly cytotoxic | KB-V1 MDR cells viability, CellTiter-Glo, 72 h | hit rate 3.4% among 400,000; also: % is scaled to controls: 0 for no effect and ±100 for the full control effect; nearly all actives have a fitted effect of over 60% in size
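qHTS viability screen in drug-selected KB-V1 MDR cells: 72 h compound treatment at 37 degrees C, ATP luminescence end point.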
TDP-43 yeast inh = inhibitors of TDP-43 toxicity in yeast. Potency, µM (highest dose often 46.1 µM), without a hit: at the highest dose growth rescue (activation), hits mostly activators. TDP-43 expressing yeast growth rescue, BacTiter-Glo, 24 h. hit rate 1.8% among 410,000; also: % of control where 0% means no effect; nearly all actives have a fitted effect of over 50% in size
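Growth rescue of TDP-43-toxic yeast measured as ATP luminescence (BacTiter-Glo). Cells grown to mid-log in raffinose, induced in galactose at OD600=0.02, exposed to compound 24 hr at 30 deg C.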
GLP-1R agonist = agonists of human GLP-1 receptor. HEK293 GLP-1R CRE-luciferase, luminescence, 4-6 h; cells express a hypersensitive GLP-1R form. Potency, µM (titrated, usually from 45.6 µM), for the others: at the highest dose activation, hits mostly activators. hit rate 0.007% among 380,000. AID 624172; also: % of control where 0% means no effect
Active calls of the source: *; ? = inconclusive; · = not tested or not shown; & = joins results of further samples; [ ] = remark or other dose. Calls follow the shape of the dose curve; as a rule, active = well fitted curve in the direction sought with a large enough effect; inconclusive = small, poorly fitted or top-dose-only effect, or another doubt; inactive = no such curve, though single readings can be large; an effect the other way counts as inactive or inconclusive. Potency is read from the fitted curve at half-maximal effect. The order is random; 9.4% or so of the library scored in one or more.

Every second line gives: HT1080NT lethal, KB-3-1 tox, GLP1R inv ag, HEK293 tox, HT1080 IDH1KD tx, SW480 rereplic, KB-V1 cytotox, TDP-43 yeast inh, GLP-1R agonist
- Cc1n[nH]c(=S)n1/N=C/c1ccc(Br)o1
  7%, 3%, 8%, -1%, 0%, -6%[9.22 µM], 0%, 4%, 1%
- COc1ccc(Cl)cc1NC(=O)CSc1nc(NS(=O)(=O)c2ccccc2)cc(=O)[nH]1
  4%, 3%, 1%, -4%, -1%, -63%[inhibitor], -8%, -9%, 4%
- COc1cc(C(c2sc3nc(C)nn3c2O)N2CC(C)OC(C)C2)cc(OC)c1OC (centres undefined)
  -1%, 21%, 15%, -16%, 16%, 1%, 18%, 17%, 16%
- CN(C1CCCCC1)C(CNS(=O)(=O)c1ccccc1)c1ccccc1 (centres undefined)
  4%, -3%, ?, -4%, 2%, -18%, -8%, 9%, 8%
- COc1ccc(-c2nnc3ccc(SCC(N)=O)nn23)cc1OC
  -1%, 26%, 16%, -10%, -11%, -14%, -10%, -7%, 1%
- COc1cccc(C(=O)Nc2ccccc2SCc2cc(=O)c3cccc(C)c3[nH]2)c1
  ·, -2%, -5%, 3%, ·, ·, 0%, 4%, ·
- Cc1cc(S(=O)(=O)c2ccc(Cl)cc2)nc(S(=O)(=O)c2ccc(Cl)cc2)c1C#N
  ?, 9.2µM*, ?, ?, 6.5µM*, ·, ?, 3.5µM*, -10%
- CCOC(=O)N1CCN(C(=O)c2ccc3nc(SCc4ccc(F)cc4)n(C)c3c2)CC1
  -8%, 10%, -6%, 9%, -7%, -4%[9.22 µM], 9.2µM*, ?, 2%
- COc1ccc(C2=NN(C(=O)/C=C/c3ccccc3)C(c3ccccc3)C2)c(OC(C)=O)c1 (centres undefined)
  -9%, ?, -16%, -3%, ?, 3%, 2.9µM*, 0%, 3%
- Cc1cccc(NC(=O)Nc2cccc(Oc3c(F)c(F)c(F)c(F)c3F)c2)c1
  ?, ?, ?, -62%, ?, 11%, ?, -7%, -2%
- Cc1ccc(S(=O)(=O)c2cn(C)c3cc(N4CCCC4)c(F)cc3c2=O)c(C)c1
  ·, -19%, -3%, 0%, ·, ·, -13%, 13%, ·
- CCc1ccc(NC(=O)Cn2c(=O)n(CCC(=O)NCc3ccc4c(c3)OCO4)c(=O)c3ccccc32)cc1
  ·, -7%, 10%, 1%, ·, ·, 0%, 10%, -3%
- O=C(NNC(=O)C1COc2ccccc2O1)c1ccccc1 (centres undefined)
  2%, 1%, 24%, -4%, 0%, -9%, 3%, -24%, -5%
- COc1ccc(-c2cc3ccccc3c(=O)o2)cc1
  -2%, -13%, -5%, 2%, -1%, ·, ?, 17%, 19%
- O=[N+]([O-])c1ccccc1/C=C/C=N/n1c(-c2ccccc2)n[nH]c1=S
  -2%, -6%, 0%, 12%, 0%, -2%, 12%, 21%, -3%
- O=c1nc(Oc2ccccc2)nc2ncccn12
  ?, ?, -10%, 3%, ?, ·, ?, 19%, -3%
- CCOC(=O)c1c(CSC(=N)N)n(-c2ccc(Br)cc2)c2cc(Br)c(OC(C)=O)cc12
  13%, 12%, 30%[activator], 1%, -7%, ?, -26%, -6%, 5%
- c1ccc(-c2nc(N3CCCCCC3)nc(-n3ccnc3)n2)cc1
  -1%, ?, ?, 3%, 0%, -1%[9.22 µM], ?, -11%, 2%
- COC(=O)c1ccc(COC(=O)CSCC(=O)Nc2ccc(C)cc2C)cc1
  0%, 8%, 18%, 21%, -9%, -1%, -16%, 23%, 2%
- Cc1cccc(C)c1NC(=O)CN1CCN(c2ccc(C(F)(F)F)cn2)CC1
  -5%, 0%, -6%, 1%, -26%, ·, 8%, 0%, -4%
- Cc1cccc2cc(C#N)c(SCC(=O)N3CC(=O)Nc4ccccc43)nc12
  ?, 0.82µM*, ?, ?, ?, 7.3µM*, ?, 21%, 1%
- Cc1ccc(S(=O)(=O)N2[C@@H](c3ccc(Cl)cc3)C(C(=O)OC(C)(C)C)=CC[C@H]2c2ccc(Cl)c(Cl)c2)cc1
  26%, -11%, 7%, 10%, 14%, ·, -12%, 5%, -5%
- COc1cc(CNC(C)c2ccccc2)cc(Br)c1OCc1ccc(F)cc1 (centres undefined)
  ?, ?, ?, ?, ?, ?, ?, 1%, -4%
- COc1ccc(Cl)cc1-c1nc(SCC(=O)NC2CCCC2)n[nH]1
  -9%, -5%, -2%, 9%, -13%, -5%, ?, 26%, 2%
- CCn1c(SCCN2CCCCC2)nnc1-c1ccc(S(=O)(=O)N2CCOCC2)cc1
  3%, 19%, -5%, -12%, 10%, 1%, 6%, -8%, -6%
- O=C(Nc1ccc(F)cc1F)c1cccnc1
  11%, -1%, 1%, -9%, 4%, 4%, 3%, 1%, -7%
- CCSc1nnc(Cc2cc(=O)[nH]c(=O)[nH]2)n1-c1ccc(F)cc1
  1%, ?, 3%, 2%, 5%, -11%, ?, 28%, 0%
- O=C(O)c1ccccc1-c1ccccc1C(=O)Nc1ccc2c(c1)CCC2
  6%, 5%, 8%, 8%, 21%, -5%, 4%, 1%, -2%
- Oc1ccccc1CNc1nccs1
  11%, 1%, 17%, 17%, 22%, -4%, 0%, 0%, 0%
- CCCOc1ccc(Cc2c(O)nc(SC)[nH]c2=O)cc1
  13%, ?, 3%, -12%, 12%, -6%, -3%, -13%, 11%

Reformatted as labelled records: part of the list above
CCn1c(SCCN2CCCCC2)nnc1-c1ccc(S(=O)(=O)N2CCOCC2)cc1
  HT1080NT lethal = 3%	KB-3-1 tox = 19%	GLP1R inv ag = -5%	HEK293 tox = -12%	HT1080 IDH1KD tx = 10%	SW480 rereplic = 1%	KB-V1 cytotox = 6%	TDP-43 yeast inh = -8%	GLP-1R agonist = -6%
Oc1ccccc1CNc1nccs1
  HT1080NT lethal = 11%	KB-3-1 tox = 1%	GLP1R inv ag = 17%	HEK293 tox = 17%	HT1080 IDH1KD tx = 22%	SW480 rereplic = -4%	KB-V1 cytotox = 0%	TDP-43 yeast inh = 0%	GLP-1R agonist = 0%
O=C(O)c1ccccc1-c1ccccc1C(=O)Nc1ccc2c(c1)CCC2
  HT1080NT lethal = 6%	KB-3-1 tox = 5%	GLP1R inv ag = 8%	HEK293 tox = 8%	HT1080 IDH1KD tx = 21%	SW480 rereplic = -5%	KB-V1 cytotox = 4%	TDP-43 yeast inh = 1%	GLP-1R agonist = -2%

(further entries)
Every second line gives: HT1080NT lethal, KB-3-1 tox, GLP1R inv ag, HEK293 tox, HT1080 IDH1KD tx, SW480 rereplic, KB-V1 cytotox, TDP-43 yeast inh, GLP-1R agonist
- CCCCCCN1CCN(C2CN(CCCC)S(=O)(=O)C2)CC1 (centres undefined)
  20%, 0%, -20%, -8%, 20%, ·, 4%, 17%, 6%
- Cc1cccc(-n2c(=S)[nH]c3sc4c(c3c2=O)CCc2ccccc2-4)c1
  2%, -2%, -1%, 2%, 8%, 2%, 7%, 27%, 0%
- O=C(c1ccc(S(=O)(=O)N2CCCCCC2)cc1)N1CCN(Cc2ccccc2)CC1
  -1%, -8%, -14%, -3%, 7%, -21%, ?, 5%, 7%
- COc1cc(OC)cc(C(=O)Nc2ccc3nc(N4CCCCC4)cc(C)c3c2)c1
  ·, -2%, 11µM*, -19%, ·, ·, 9%, 25%, ·
- Nc1nnc(SCC(=O)NC2CCCCCCC2)s1
  -5%, -2%, -1%, 5%, -3%, -413%[inhibitor], 16%, -22%, 5%
- Cn1cccc1Cc1nnc(SCC(=O)NCCc2ccccc2)n1-c1ccc(F)cc1
  11%, 1%, -24%, -2%, 5%, 0%, -1%, 2%, -6%
- O=C(OCCN1CCOCC1)c1cccnc1
  7%&3%, 0%&0%, 1%&3%, 0%&-8%, 3%&5%, -12%&9%, 4%&-5%, -11%&-22%, 4%&-6%
- COc1ccc(CNC(=O)c2cc(C(=O)C3CC3)c[nH]2)cc1
  -9%, -4%, 12%, -17%, 6%, ?, -8%, -5%, 2%
- COCCc1ccc(OCC(O)CNC(C)C)cc1 (centres undefined)
  ?, 0%&0%&0%, -18%&12%&5%, 3%&-15%&17%, 14%&13%&-3%, 3%&6%&22%, 1%&-11%&-2%, 15%&11%&-11%, -5%&-3%&-5%&-5%
- O=C1C(Cc2ccccc2)Nc2ncnc(N3CCCCC3)c2N1Cc1ccc(Cl)cc1 (centres undefined)
  -14%, 0%, 13µM*, 0%, -13%, 24%, -10%, 9%, 4%
- COc1ccc(CNC(=O)CS(=O)(=O)Cc2nc(-c3cccc(OC)c3)oc2C)cc1
  0%, -7%, ?, -13%, -14%, -18%, 4%, 12%, 8%
- O=C1CC(c2ccco2)CC2=C1C(c1ccccc1)n1nc(C(F)(F)F)nc1N2 (centres undefined)
  -3%, -10%, -23%, -2%, -19%, -5%, -10%, 16%, -20%
- Cn1c(COc2ccc3ccccc3c2)nnc1SCC(=O)O
  7%, 2%, 7%, -4%, 4%, -5%, 8%, 10%, -5%
- C=CCc1cccc2cc(C(=O)N3CCOCC3)c(=O)oc12
  11%, -13%, -7%, -18%, 5%, -36%, 0%, 18%, 1%
- COc1ccc(N/N=C(C)/C(=N/O)C(=O)Nc2ccccc2)cc1
  ?, ?, ?, -2%, ?, -5%, -26%, -26%, 1%
- Cc1ccc(-n2nnnc2-c2nc3ccccc3s2)cc1
  -10%, -2%, 22%, -17%, -12%, ·, -8%, 21%, -5%
- CCOc1ccc(CCNC(=O)Cc2ccc(NC(=O)N3CCSc4ncccc43)cc2)cc1
  ·, -10%, -7%, 0%, ·, ·, 11%, 2%, ·
- O=C(Nc1nnc2n1CCS2)c1ccccc1
  ·, 3%, -15%, -4%, ·, ·, 0%, 5%, -2%
- CCCc1nnc(NC(=O)CCC(=O)N2CCN(c3nc(C)cc(C)n3)CC2)s1
  11%, 10%, 1%, -11%, 11%, -7%, 7%, -3%, 0%
- O=C(NCCc1ccccc1)C1CCCN(c2cnccn2)C1 (centres undefined)
  0%, 3%, -8%, -1%, 1%, -17%, 10%, 11%, -3%
- CCOC(=O)c1ccc(N=C2NC(=O)CS2)cc1
  2%, 12%, 6%, 8%, 1%, -5%, 7%, ?, -4%

Compound activity (PubChem)
